PhoP inhibition: inhibitors of PhoP regulon expression, primary screen, Salmonella Typhimurium, GFP reporter (AID 1863) | S. Typhimurium PhoP-regulated promoter GFP reporter, 4 h; higher % means a stronger effect | inhibition, % at 50 µM; hits with a dose series show IC50 in µM | 300,000 tested, 0.16% active;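 active = inhibition over 29.93%, a cutoff 3 SD above the screen mean, later confirmed by dose response; inconclusive = inhibition over 29.93% but no dose response follow-up; inactive = inhibition at most 29.93% or unconfirmed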;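 also: 0% = low Mg2+ inducing control and 100% = high Mg2+ repressing control; strong numbers were not always called active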
RSV antiviral HEp-2: RSV antiviral activity via CPE protection, HEp-2 cells, primary 10 µM value included (AID 2391); one-dose CPE inhibition, % at 10 µM; IC50 in µM for titrated hits; 310,000 tested, 0.13% active; HEp-2 cells, RSV-induced CPE inhibition; higher % means a stronger effect; in the data active = a potency from the dose series; inconclusive = CPE inhibition mostly from about 23% at the one dose, without a potency; inactive = the rest, 99 in 100 with CPE inhibition below about 21%; also: strong numbers were not always called active
PMI inhibitors: MPI enzyme activity inhibition – biochemical, fluorescence intensity, coupled assay, primary screen (AID 1209) | purified PMI enzyme, coupled fluorescence intensity; higher % means a stronger effect | inhibition, % at 20 µM; hits with a dose series show IC50 in µM | 190,000 tested, 0.42% active;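 also: plate controls were DMSO vehicle for no effect and wells lacking substrate for full effect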
CSM14.1 death rescue: protection against thapsigargin-triggered cell killing – 384-well, CSM14.1, ATP luminescence, primary screen (AID 1222). cellular ATP content (survival), % at 20 µM, or EC50 in µM where a hit was titrated. 190,000 tested, under 10 active. CSM14.1 thapsigargin-induced death rescue, ATP luminescence; higher % means a stronger effect;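 active = EC50 below 50 µM in the dose-response confirmation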;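 also: death triggered by thapsigargin at about 15 µM added after 2 h compound pretreatment; cell ATP read after overnight thapsigargin exposure of roughly 18 to 22 hours; normalized against plate controls of thapsigargin alone and 5% DMSO vehicle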
Insulin prom up: MIN6 insulin promoter up-regulation; MIN6 insulin promoter-GFP reporter, high-content imaging; stronger effect = higher value; z-score at 5 µM; 190,000 tested, 0.3% active; AID 1625;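 active = z-score above 3 at 5 µM with at least 500 cells counted in the well; inconclusive = wells under 500 cells, flagged as cytotoxic or low count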
SV40 large T antigen: TAg ATPase/helicase activity blockers – biochemical (AID 1903). SV40 large T antigen ATPase/helicase inhibition assay; higher % means a stronger effect. inhibition, % at 20 µM, or IC50 in µM where a hit was titrated. 310,000 tested, 0.39% active; in the data active = a potency from the dose series; inconclusive = inhibition mostly from about 32% at the one dose, without a potency; inactive = the rest, 99 in 100 with inhibition below about 32%; also: strong numbers were not always called active
West Nile antiviral: inhibition of WNV-induced cytopathic effect – cell-based, CPE readout (AID 1621). 290,000 tested, 0.02% active. West Nile virus-infected cells, CPE inhibition; higher % means a stronger effect. CPE inhibition, % at 10 µM; hits with a dose series show IC50 in µM; in the data active = a potency from the dose series; inconclusive = CPE inhibition mostly from about 3.7% at the one dose, without a potency; inactive = the rest, 99 in 100 with CPE inhibition below about 2.2%; also: strong numbers were not always called active
PMI inhibition: human PMI inhibitors, high substrate, primary screen, biochemical, fluorescence intensity, high mannose 6-phosphate (AID 1220). recombinant PMI enzyme, coupled fluorescence intensity; higher % means a stronger effect. inhibition, % at 20 µM; hits with a dose series show IC50 in µM. 190,000 tested, 0.66% active
TNAP activators: human TNAP enzyme activators, primary screen, biochemical, luminescent, no phosphate acceptor, uHTS (AID 1001). purified TNAP, luminescent activation assay, no phosphate acceptor; higher activation fold means a stronger effect. one-dose activation fold at 20 µM; EC50 in µM for titrated hits. 200,000 tested, 0.03% active; in the data active = activation fold from about 3, or a potency from the dose series; inactive = the rest, 99 in 100 with activation fold below about 1.6; also: many of its hits are not listed in these tables
Insulin prom up cell count: further read-out of Insulin prom up, marked with its call; cell count; measured here: cytotoxicity, nuclei count;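 total cells summed across four imaged fields per well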
Active calls of the source: *; ? = inconclusive; · = not tested or not shown. Rule as the data show it, unless noted: active = inhibition above about 50%; inactive = the rest. No enrichment for hits, and some 1.5% of all compounds hit somewhere here.

SMILES,CSM14.1 death rescue,West Nile antiviral,Insulin prom up,PMI inhibitors,SV40 large T antigen,Insulin prom up cell count,RSV antiviral HEp-2,TNAP activators,PMI inhibition,PhoP inhibition
CN1/C(=C\P(=O)(N(C)C)N(C)C)C(C)(C)c2ccccc21,-0.4%,-0.7%,-2.7,1.5%,20.0%,721,0.5%,1,21.0%,-14.9%
COc1ccc(NC(=O)CN(C)S(=O)(=O)c2ccc3c(c2)CCCN3C(C)=O)cc1,·,-0.3%,·,·,12.2%,·,0.8%,·,·,-8.0%
CCC(=O)Nc1nc2c(s1)COc1ccccc1-2,·,-0.1%,-1.71,13.5%,13.2%,1622,3.8%,1,6.3%,-0.1%
O=C(O)c1ccccc1SCc1ccc2c(c1)OCO2,1.1%,-0.3%,0.14,1.3%,3.9%,1158,-0.9%,1.1,-21.3%,5.5%
COc1ccc(OC)c(CCNC(=O)CCn2nc(C)c3c(C)n(-c4ccccc4)nc3c2=O)c1,·,-0.3%,·,·,12.6%,·,1.4%,·,·,-3.2%
O=C(NCc1ccccc1)c1cnc(-c2ccccn2)nc1C(F)(F)F,-1.0%,0.0%,·,-3.7%,-1.3%,·,1.6%,1,-4.9%,4.4%
Cc1cc(C)c(C)c(S(=O)(=O)N2CCN(C(=O)c3cc(=O)[nH]c4ccccc34)CC2)c1C,-0.6%,2.6%,-0.27,1.4%,11.2%,1351,1.9%,1,-1.8%,-2.1%
COc1ccc(OCCN(C)Cc2c(O)ccc3ccccc23)cc1,·,0.1%,·,·,12.8%,·,0.7%,·,·,-2.4%
CN(CC(=O)NCc1ccccn1)S(=O)(=O)c1ccc(F)cc1,0.8%,0.1%,0.06,1.5%,-2.3%,1524,2.8%,1,-6.1%,-1.6%
O=C(N[C@@H](c1ccccc1)[C@@H]1C[C@H]1C(=O)O)OCc1ccccc1,-2.6%,-0.3%,0.58,-1.0%,-0.2%,964,-0.7%,1.1,6.3%,14.4%
COP1(=O)C[C@@H](O)[C@@H](O)[C@@H](COCc2ccccc2)O1 (stereo not given in full),·,0.3%,0.11,·,7.2%,967,1.6%,·,·,-2.0%
COc1ccc(CC(=O)N/N=C(\C)c2cccnc2)cc1OC,·,-0.3%,·,·,7.4%,·,0.9%,·,·,-0.8%
Cc1cc(C(=O)NC2CCCN(Cc3ccccc3F)C2)no1 (stereo not given),·,0.0%,·,·,11.6%,·,1.6%,·,·,-10.8%
CCOc1ccc(OCc2cccc(C(=O)O)c2)cc1,-3.1%,-0.3%,·,-9.0%,-1.0%,·,0.8%,1.1,-6.2%,-3.3%
CN(C)Cc1c(O)ccc2occ(C(O)c3ccccc3)c12 (stereo not given),-0.1%,0.1%,-0.71,-0.6%,0.2%,1369,-0.1%,1.1,8.1%,26.4%
Cc1cc(C)n(CC(O)Cn2c3ccc(Cl)cc3c3cc(Cl)ccc32)c(=O)n1 (stereo not given),7.2%,-0.3%,-0.99,16.3%,15.8%,945,?,1,15.9%,-3.0%
CC(C)C(=O)O/N=C(\N)c1ccccn1,-2.1%,0.4%,-0.06,-6.4%,6.3%,1347,-0.1%,1.1,-6.6%,0.3%
Cc1nc2ncnn2c(C)c1CCC(=O)N1CCOCC1,-0.3%,0.4%,-0.91,-2.3%,6.3%,1622,3.9%,1.2,1.0%,7.1%
C=CCC(NCCCO)c1cccc(OC)c1OC (stereo not given),5.3%,-0.1%,0.22,9.6%,12.0%,1246,1.2%,1.1,2.5%,6.6%
C/C(Cl)=C/Cc1c(C)[nH]c2c(ccc3ccccc32)c1=O,·,-1.2%,·,·,8.0%,·,18.0%,·,·,-6.0%

(cont.)
SMILES,CSM14.1 death rescue,West Nile antiviral,Insulin prom up,PMI inhibitors,SV40 large T antigen,Insulin prom up cell count,RSV antiviral HEp-2,TNAP activators,PMI inhibition,PhoP inhibition
C=CCc1ccccc1OCC(=O)N/N=C/c1ccc(OC(C)=O)cc1OC(C)=O,-3.9%,-1.2%,0.24,-7.2%,13.3%,1321,?,1,-17.9%,-17.4%
O=C(Nc1ccc2nn(-c3ccccc3)nc2c1)c1ccco1,-0.4%,0.6%,0.02,18.1%,19.2%,1114,2.2%,1.1,42.8%,-10.3%
NC(=S)N/N=C1/CCSc2ccc3ccccc3c21,-1.6%,0.5%,-0.88,-4.8%,15.0%,1090,2.7%,1,-14.0%,2.8%
COC(=O)C1=C(C)Nc2ncnn2C1c1ccc(OC(=O)c2ccccc2)cc1 (stereo not given),-1.3%,1.1%,0.48,6.1%,3.3%,1307,0.9%,1,12.3%,1.4%
Cc1cc(NC(=O)c2ccccc2Cl)c(C(C)C)cc1O,0.5%,-0.2%,-0.38,-18.9%,0.5%,1569,1.0%,1,-9.8%,1.3%
COc1ccc(/C=C(\NC(=O)c2ccco2)C(=O)N2CCOCC2)cc1,·,-0.1%,·,·,-3.5%,·,2.7%,·,·,4.3%
Nc1nc2ccc(C(=O)NC3CCCCC3)cc2s1,-0.6%,0.3%,-0.42,3.0%,1.0%,1278,-0.2%,1.1,9.0%,0.1%
CC1(C)Oc2cc(N)c([N+](=O)[O-])cc2O1,-3.3%,0.4%,·,17.5%,-4.8%,·,-0.7%,0.9,28.1%,3.5%
C=CCNC(=S)NNC(=O)c1ccc(C)c(Cl)c1,-0.5%,-0.6%,0.42,4.6%,7.8%,1383,-2.1%,2.6,6.5%,1.9%
O=C(c1ccc(=O)[nH]c1)N(Cc1cccs1)C1(C(=O)NC2CCCC2)CCCCC1,-0.7%,-0.5%,·,0.7%,2.3%,·,2.2%,1.1,-10.3%,0.6%
Cc1nc2sc3c(c2c(=O)o1)CC(C)(C)OC3,-2.1%,0.5%,0.63,11.0%,22.2%,1210,0.8%,1.1,11.5%,-1.2%
COc1cccc(C(=O)N(Cc2ccccc2)Cc2cc3cc4c(cc3[nH]c2=O)OCCO4)c1,-0.8%,0.3%,-0.22,-1.9%,6.6%,1597,-1.5%,1.1,-4.7%,-3.4%
CCN(CC)CC(C)(C)COC(=O)c1oc2ccccc2c1C,·,0.1%,-0.29,·,9.5%,1128,-2.0%,·,·,-8.8%
CCCOc1ccc(Cl)cc1/C=C1/C(=O)ON=C1C,·,0.3%,·,·,6.6%,·,1.2%,·,·,-7.5%
Cc1ccc(S(=O)(=O)CCC(=O)Nc2nc3c(s2)CCCC3)cc1,0.0%,1.1%,-0.35,-13.5%,10.0%,1513,41.4%,1,-9.2%,-6.3%
Cc1c(Nc2ncnc3c2cnn3-c2ccccc2)c(=O)n(-c2ccccc2)n1C,-1.7%,-0.3%,0.52,9.2%,-1.6%,1929,-1.1%,1.2,12.9%,-4.5%
COc1ccc(NC(=O)CN2CCN(c3ccccc3C)CC2)cc1,·,-0.6%,·,·,4.3%,·,5.8%,·,·,3.1%
Cc1nn(Cc2ccc(Cl)cc2)c(C)c1NC(=O)CCCn1nc(C)c([N+](=O)[O-])c1C,-3.9%,-1.5%,0,19.8%,24.8%,1129,8.4%,1.1,4.9%,0.6%
COc1ccccc1CNC(=O)c1cccnc1,·,-0.6%,·,·,11.9%,·,5.6%,·,·,3.1%
Cc1ccc(C)c(S(=O)(=O)Nc2ccc3sc(C)nc3c2)c1,-0.5%,-0.4%,·,-5.2%,8.7%,·,0.5%,1,-4.0%,2.5%

Nothing new here: 2 of the compounds above.
SMILES,CSM14.1 death rescue,West Nile antiviral,Insulin prom up,PMI inhibitors,SV40 large T antigen,Insulin prom up cell count,RSV antiviral HEp-2,TNAP activators,PMI inhibition,PhoP inhibition
CN1/C(=C\P(=O)(N(C)C)N(C)C)C(C)(C)c2ccccc21,-0.4%,-0.7%,-2.7,1.5%,20.0%,721,0.5%,1,21.0%,-14.9%
COc1ccc(NC(=O)CN(C)S(=O)(=O)c2ccc3c(c2)CCCN3C(C)=O)cc1,·,-0.3%,·,·,12.2%,·,0.8%,·,·,-8.0%

More results follow.
SMILES,CSM14.1 death rescue,West Nile antiviral,Insulin prom up,PMI inhibitors,SV40 large T antigen,Insulin prom up cell count,RSV antiviral HEp-2,TNAP activators,PMI inhibition,PhoP inhibition
Oc1ccc2ccccc2c1/C=N/Nc1nnc(-c2ncc[nH]2)c2ccccc12,-1.5%,0.9%,·,-2.3%,1.4%,·,-1.2%,1,-7.2%,-10.7%
CCCCNC(=O)COC(=O)c1ccc(F)cc1Cl,-2.2%,-0.4%,-0.21,-23.1%,6.5%,1144,-0.1%,1.1,-23.7%,0.1%
COc1ccc(N2C(=O)C(Cl)=C(N(CCO)Cc3ccccc3)C2=O)cc1,-1.5%,0.3%,1.55,-6.5%,1.0%,1518,0.9%,1.1,3.2%,-5.3%
COc1ccc(S(=O)(=O)NC2CC2)cc1-n1cnnn1,0.7%,1.8%,0.05,-2.0%,·,1493,-0.8%,1.1,-2.8%,·
Cc1nc2ccccc2c(=O)n1NC(=O)c1c(F)cccc1F,·,0.1%,·,·,1.2%,·,-0.4%,·,·,12.3%
COc1cc(SC)ccc1C(=O)Nc1ccc(S(=O)(=O)N2CCCC2)cc1,-1.1%,0.2%,1.21,6.2%,7.4%,1009,1.0%,1.1,3.7%,2.1%
COc1ccc(C(=O)Nc2ccc3nc(N4CCN(C)CC4)cc(C)c3c2)c(OC)c1,·,0.7%,·,·,6.9%,·,10.2%,·,·,-5.0%
O=C(N=c1ccn(-c2nc3ccccc3nc2NS(=O)(=O)c2ccc(Cl)cc2)cc1)c1cccs1,·,-0.1%,1.23,·,9.0%,965,0.7%,·,·,-65.1%
O=C(CN1C(=O)NC2(CCCC2)C1=O)Nc1cccc(Cl)c1Cl,·,-0.6%,·,·,3.9%,·,1.1%,·,·,4.6%
CCOC(=O)Cc1c(C)c2c(C)nn(-c3ccccc3)c2oc1=O,-1.6%,-0.7%,-1.45,8.0%,-2.5%,1363,1.8%,1.1,0.9%,1.8%
Cc1ccc(C(=O)N(CCCN(C)C)c2nc3ccc(Cl)cc3s2)cc1C,2.4%,?,-0.37,-20.2%,7.6%,1220,-0.2%,0.9,-13.7%,-3.8%
COc1ccc(N(CC(=O)NCCc2ccc(OC)c(OC)c2)S(=O)(=O)c2c(C)noc2C)cc1,·,-0.1%,·,·,13.8%,·,0.2%,·,·,-12.5%
COc1ccc(N2CCN(C(=O)c3ccc(CS(=O)(=O)c4ccc(Br)cc4)o3)CC2)cc1,·,-0.4%,·,·,12.4%,·,1.0%,·,·,-6.4%
O=C1C=C(Nc2ccc(O)cc2)CC(c2ccco2)C1 (stereo not given),-0.4%,0.2%,6.78*,24.2%,9.14µM*,1039*,0.7%,1.1,60.2%*,7.5%
Cn1c(=O)cc(OCCCC(=O)N2CCN(c3ccccn3)CC2)c2ccccc21,-1.2%,1.2%,0.25,6.7%,0.9%,1173,-2.0%,1.1,7.9%,15.8%
O=c1cc(CSc2nnc(Nc3ccccc3)s2)nc2sccn12,-2.4%,0.2%,·,-4.3%,2.5%,·,5.3%,0.8,-1.5%,10.1%
N#Cc1c(-c2ccc(F)cc2)nc2n(c1=O)CCS2,3.1%,-0.9%,-0.12,-4.0%,10.3%,934,2.0%,1.1,-3.1%,-6.1%

Assay outcomes deposited in PubChem by several laboratories.
